High-throughput results: PubChem, several laboratories
Mtb RmlCD inh – M. tuberculosis RmlC/RmlD coupled enzyme inhibitors, primary screen, biochemical, compound mixtures, 384-well, from 1536-well plates; AID 1533, 2009; dTDP-4-dehydrorhamnose reductase (Mycobacterium tuberculosis (strain ATCC 25618 / H37Rv)) …; RmlC+RmlD coupled enzyme assay, percent inhibition; primary screen in compound mixtures; actives 0.03% (n = 160,000); inhibition, % at 3.6 µM; in the data active = inhibition mostly above about 34%, no sharp cut-off; note: some results filed as inactive read as strong as hits
Target sequence (P9WH09 whole entry, looked up): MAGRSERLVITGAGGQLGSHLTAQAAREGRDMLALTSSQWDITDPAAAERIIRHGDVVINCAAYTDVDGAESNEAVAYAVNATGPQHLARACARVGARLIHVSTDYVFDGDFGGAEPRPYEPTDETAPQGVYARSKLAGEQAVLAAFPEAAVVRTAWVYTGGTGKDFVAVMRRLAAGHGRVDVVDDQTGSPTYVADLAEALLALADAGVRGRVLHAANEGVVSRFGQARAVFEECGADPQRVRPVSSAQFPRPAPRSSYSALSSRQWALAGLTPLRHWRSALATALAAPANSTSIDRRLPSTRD
Target sequence (P9WH11 whole entry, looked up): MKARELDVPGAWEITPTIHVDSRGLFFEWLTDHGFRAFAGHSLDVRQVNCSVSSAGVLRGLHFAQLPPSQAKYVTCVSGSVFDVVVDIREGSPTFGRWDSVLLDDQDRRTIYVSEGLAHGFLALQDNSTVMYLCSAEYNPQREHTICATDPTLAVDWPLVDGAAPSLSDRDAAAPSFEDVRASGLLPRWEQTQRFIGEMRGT
M. tuberculosis GlmU – inhibition of mycobacterial GlmU enzyme – biochemical, glucosamine-1-phosphate acetyltransferase (AID 1376). M. tuberculosis GlmU acetyltransferase enzyme assay; higher % means a stronger effect. one-dose inhibition, %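 (tested at 30 µM in the primary screen)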; IC50 in µM for titrated hits. actives 0.25% (n = 220,000); in the data active = inhibition above about 13%;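 note: 0% = complete reaction with vehicle and 100% = reaction without substrate; strong numbers were not always called active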
Numbers without * were called inactive; . = not tested or not shown. Only part of the results is shown; rates above refer to the full screens.

Order of values – M. tuberculosis GlmU | Mtb RmlCD inh
> CCN(CC)C(=O)C(=O)N/N=C/c1ccc(Br)cc1
 : -1.7% | -4
> CCN(CC)c1ccc(/C=N/Nc2ccccc2)c(O)c1
 : -2.1% | .
> Cc1c(NC(=O)Cc2noc3ccccc23)cccc1[N+](=O)[O-]
 : 1.1% | -5
> Cc1ccc(-c2nnc(SCC(=O)Nc3ccccc3F)o2)cc1
 : 2.5% | 8
> CCc1nnc(NC(=O)C(=O)NCCOC(=O)c2ccccc2Cl)s1
 : -0.1% | .
> Cc1nn(C)cc1CNCc1c(C(=O)N2CCCCC2)nc2c(C)cccn12
 : -4.6% | 8
> O=C(CN1CCN(S(=O)(=O)c2ccc(Cl)cc2)CC1)Nc1ccc2c(c1)OCCO2
 : -8.2% | 8
> CC(=O)C1=C(O)C(=O)N(CCCCCC(=O)O)C1c1ccc(N(C)C)cc1 (stereo unspecified)
 : -3.7% | -6
> CC1(C)CC(=O)c2ccc(OCc3ccc([N+](=O)[O-])cc3)cc2O1
 : -0.7% | -10
> CCc1nc2scc(-c3cccs3)c2c(=O)o1
 : -1.1% | .
> O=C(CN1C(=O)c2ccccc2C1=O)Nc1ccccc1C(=O)N1CCCC1
 : 2.3% | -7
> Cc1cc(C)nc(N(C#N)Cc2ccc(Cl)cc2)n1
 : -4.3% | 6
> COc1cc(CNc2ccc3[nH]c(=O)[nH]c3c2)cc(Br)c1OCC(=O)NC(C)(C)C
 : 1.6% | 12
> CCOC(=O)N1CCN(S(=O)(=O)/C=C/c2ccccc2)CC1
 : -2.7% | 1
> Cc1nc2ccc(S(=O)(=O)NC(C(=O)NCc3cccs3)C(C)C)cc2s1 (stereo unspecified)
 : 4.0% | 4
> S=C(Nc1ccccc1Cl)N1CCCC1
 : 5.4% | 8
> O=C(NCc1ccncc1)c1nnc(Cc2c(F)cccc2Cl)o1
 : -6.7% | 6
> CC(=O)Nc1ccc2c(c1)nc(CCN1CCOCC1)n2C
 : 2.2% | 3
> Cc1ccc(NC(=O)/C(C#N)=C(\N)C(Cl)(Cl)Cl)nc1
 : 1.9% | 9
> Cc1ccc(C2CC(c3ccco3)=NN2S(C)(=O)=O)cc1 (stereo unspecified)
 : -1.3% | -12

More records.
Order of values – M. tuberculosis GlmU | Mtb RmlCD inh
> COc1cccc(CNCCO)c1OCc1ccc(Cl)cc1
 : 0.5% | 6
> CC(=O)Nc1ccc(N=Cc2nc(-c3ccc(C)cc3)oc2O)cc1
 : -4.9% | 8
> Cc1nc2c(C)cccc2cc1C(=O)N/N=C/c1cccnc1
 : 1.6% | 4
> Cn1cnc([N+](=O)[O-])c1Sc1nc2ccccc2[nH]1
 : -7.6% | .
> COc1ccc(CNc2nc3ccccc3n2CCN2CCCCC2)cc1
 : -0.5% | -9
> CCOc1ccc(N2CC(C(=O)N3CCc4ccccc4C3)CC2=O)cc1 (stereo unspecified)
 : -1.6% | -7
> CC(CC(=O)Nc1ccccc1C(F)(F)F)c1ccccc1 (stereo unspecified)
 : -4.7% | 5
> COc1cc(CN2CCCC(C)C2)cc([N+](=O)[O-])c1O (stereo unspecified)
 : 1.0% | -5
> CCOCc1c(C(=O)Nc2cc(OCC)c(N3CCOCC3)cc2OCC)oc2ccccc12
 : -2.3% | -7
> CC(=O)Nc1ccc2nc(NC(=O)c3ccc([N+](=O)[O-])s3)sc2c1
 : 0.8% | -6
> Fc1ccc(CO/N=C/C2=C(Cl)c3ccccc3CC2)cc1
 : 8.7% | 10
> Cc1cc(C)n(-c2ccccc2[N+](=O)[O-])n1
 : 0.8% | .
> CCOC(=O)c1nnn2c1nc(N1CCN(c3ccccc3)CC1)c1ccccc12
 : -3.2% | 10
> CSc1cccc(NC(=S)NCCCN2CCN(c3ccc(F)cc3)CC2)c1
 : 3.4% | 9
> COc1ccc(N(CC(=O)NC2CCCCC2)S(=O)(=O)c2cccnc2)cc1
 : -3.1% | -5
> CC1C/C(=N/Nc2nc3ccccc3[nH]2)CC(C)(C)C1 (stereo unspecified)
 : -1.2% | 9
> CNc1ccc(C(O)(C(F)(F)F)C(F)(F)F)cc1C(O)(C(F)(F)F)C(F)(F)F
 : 3.8% | 7
> NC(=O)CSc1nnc(-c2cc3ccccc3o2)n1Cc1ccccc1
 : -0.7% | -10
> Cc1ccc2c(C)c(C(=O)NCc3ccc(S(N)(=O)=O)cc3)oc2c1
 : 5.3% | 8
> Cc1cccc(NCC(=O)N/N=C\c2cccn2C)c1
 : -2.9% | 9

Other records:
Order of values – M. tuberculosis GlmU | Mtb RmlCD inh
> Oc1ccc(C(=S)N2CCCCC2)cc1
 : 3.4% | -1
> COc1ccc(NC(=O)CCNC(=O)Cn2cnc3ccccc3c2=O)c(OC)c1
 : 1.9% | 8
> COc1cc(C(=O)Nc2cc(C(F)(F)F)ccc2Cl)cc(OC)c1OC
 : . | 4
> CC(=O)Nc1ccc(S(=O)(=O)N(C)S(=O)(=O)c2ccc(F)cc2)cc1
 : -2.4% | 7
> COc1ccc(Cl)cc1NC(=O)CSc1ncnc2c1oc1ccccc12
 : 1.2% | 9
> NCCCC[C@H]1CNC(=S)N1CCc1cc(C(F)(F)F)cc(C(F)(F)F)c1
 : -2.7% | .
> CN(C)CCNC(=O)Cc1ccc([N+](=O)[O-])cc1
 : 1.1% | -1
> CCOc1ccc(S(=O)(=O)NCCCN2CCOCC2)c2ccccc12
 : -1.3% | -12
> Cc1ccc(N2C(=O)NC(=O)C3(Cc4ccccc4N4CCCC43)C2=O)cc1 (stereo unspecified)
 : 1.1% | -9
> COc1ccc(C(=O)N/N=C/c2ccc3cccc(OCc4ccccc4)c3n2)cc1
 : -5.6% | 101
> O=C(c1cc([N+](=O)[O-])ccc1Cl)N1CCN(c2ccc([N+](=O)[O-])cc2)CC1
 : 5.2% | -5
> CC(=O)c1ccc([C@H]2C[C@@]34CN(C(=O)OC(C)(C)C)S(=O)(=O)[C@H]3C[C@H]2O4)cc1
 : 2.5% | -1
> Cn1nc(C(F)(F)F)c2cc(C(=O)Nc3ccc(C(F)(F)F)cc3)sc21
 : -4.6% | 13
> CCNc1nc(NCC)nc(SCCOC(=O)c2ccccc2)n1
 : -1.0% | 5
> O=C(c1ccc(COc2ccc(Cl)cc2)o1)N1N=C(C(F)F)CC1(O)C(F)F (stereo unspecified)
 : 1.2% | -4
> Nc1cc(N)nc(SCc2cccnc2)n1
 : -2.9% | .
> CCOc1ccc(C2C(C(=O)Nc3ccccc3)=C(C)N=c3s/c(=C/c4cccc(OCC(=O)O)c4)c(=O)n32)cc1 (stereo unspecified)
 : -3.3% | -1
> CCOC(=O)C1(CC2CC2)CCN(Cc2cnc(N(C)C)s2)CC1
 : 1.6% | -3
> CC(=O)c1ccc(NCC2COc3ccccc3O2)c([N+](=O)[O-])c1 (stereo unspecified)
 : -2.2% | -12
> CCOc1ccc(-c2[nH]ncc2Oc2ccccc2OCC)c(O)c1
 : 1.2% | .

Continuation.
Order of values – M. tuberculosis GlmU | Mtb RmlCD inh
> COc1cccc(OC)c1C(=O)NC(=S)N1CCN(c2ccc(C(F)(F)F)cc2[N+](=O)[O-])CC1
 : -0.6% | -5
> Cn1ccnc1SCc1ccc([N+](=O)[O-])cc1
 : 2.8% | 5
> O=C(CN1C(=O)C2C3CCC(C3)C2C1=O)OCC(=O)c1cccc([N+](=O)[O-])c1 (stereo unspecified)
 : 0.3% | .
> CCOC(=O)C1CCN(C(=O)c2cnn3c(C)cc(C)nc23)CC1
 : -5.2% | 8
> CCNc1nc2nonc2nc1NCC
 : 2.3% | 3
> C=CCn1c(SCc2ccccc2C#N)nnc1-c1ccccc1O
 : 6.1% | -8
> CCCc1nc2ccccc2c(=O)n1-c1ccc(O)cc1
 : 11% | .
> COc1ccc(S(=O)(=O)NCCC(=O)NCc2cccs2)cc1
 : 0.8% | 2
> COc1ccc2c(c1OC)C(C1c3c(cc4c(c3OC)OCO4)CCN1C)OC2=O (stereo unspecified)
 : 3.5% | .
> CCOC(=O)N1CCC(c2cc(=O)n3[nH]ccc3n2)CC1
 : 0.1% | -8
> COc1ccc(N2CCN(c3nc(NCCc4ccc(OC)c(OC)c4)nc(OC)n3)CC2)cc1
 : 4.7% | 10
> O=C(NCCCC(=O)N1CCOCC1)c1cccnc1
 : -0.5% | 4
> O=C(Nc1ccccc1)C(Cc1cccs1)c1nn[nH]n1 (stereo unspecified)
 : -6.2% | -4
> CCC(CC)C(=O)NCc1ccccc1Cl
 : -0.8% | .
> O=C(OCC(=O)N1CCCc2ccccc21)c1cnc(Cl)c(Cl)c1
 : -0.9% | -3
> CN(C)c1ccc(/C=N/NC(=O)c2cccc(N3CCCC3=O)c2)cc1
 : -0.8% | 15
> CC(=O)Nc1ccc(SC[C@H](Cc2ccccc2)N2CCN(CCc3ccccc3)CCC2=O)cc1
 : 0.5% | .
> C/C(=C\c1ccco1)C1C(C#N)=C(N)Oc2n[nH]c(-c3ccccc3)c21 (stereo unspecified)
 : -4.2% | .
> CCCCCN(C(=O)NC(=O)NCCCC)S(C)(=O)=O
 : -0.6% | .
> OC(c1cc(-c2ccc(C(F)(F)F)cc2)nc(C(F)(F)F)c1)C1CCCCN1 (stereo unspecified)
 : -9.5% | -5

Next part.
Order of values – M. tuberculosis GlmU | Mtb RmlCD inh
> CCOc1ncccc1C(=O)OCc1ccc(C(=O)OC)cc1
 : 4.5% | 65
> COC(=O)c1c(NC(=O)CSc2nncs2)sc2c1CCCCC2
 : 7.3% | .
> O=C(Nc1ccccc1)c1ccc(-c2ccccc2)s1
 : -3.2% | 0
> Cc1ccccc1NC(=O)NC(C)(C)CC(C)(C)C
 : 2.2% | 6
> O=C(COc1ccc2c(c1)OCO2)Nc1ccc2c(c1)oc1ccccc12
 : 0.9% | .
> CCn1cc(CNCc2cn(C)nc2-c2ccc(C3CCCCC3)cc2)cn1
 : 0.5% | .
> COc1cc(N2C(=O)CC3(CCCC3)CC2=O)cc(OC)c1OC
 : -2.1% | 4
> CC(C)n1nc(C(=O)Nc2nc3ccccc3[nH]2)c2ccccc2c1=O
 : 3.0% | 5
> Cc1ccccc1-c1noc(C2CCCCC2)n1
 : 1.4% | .
> Cc1ccc(C23CC4CC(CC(NC(=O)NCCN(C)C)(C4)C2)C3)cc1
 : -13% | 5
> COc1ccc(/C(C)=N/NC(=O)c2nc(C)cc(C)n2)cc1
 : 1.7% | -4
> COc1ccc(N=C2S/C(=C\c3ccc(N4CCOCC4)o3)C(=O)N2CCc2c[nH]c3ccccc23)cc1
 : 0.5% | 68
> O=C(COc1ncnc2cc([N+](=O)[O-])ccc12)N(CCc1ccccc1)Cc1ccccc1
 : 3.1% | 6
> COc1cc(C)nc(NC(=S)N(C)C(=O)c2ccccc2)n1
 : 2.1% | -10
> CCCNC(=O)C1CC(=O)N(c2ccc(OCC)cc2)C1 (stereo unspecified)
 : . | -5
> CCC(=NCc1cccnc1)c1c(O)n(C2CCCCC2)c(=O)[nH]c1=O
 : -0.5% | -3
> CCOC(=O)N1CCC(NC(=O)c2cc3cc4cc(OC)ccc4nc3o2)CC1
 : 0.6% | -7
> CCOC(=O)c1sc(NC(=O)CSc2nc(C)cc(C)n2)c(C#N)c1C
 : 2.6% | .
> CN(C)CCNC(=O)NC1CCCCC1
 : 1.3% | .
> COc1ccccc1C(=O)Oc1ccc(N2C(=O)CCC2=O)cc1
 : -5.6% | 10

New compounds follow
Order of values – M. tuberculosis GlmU | Mtb RmlCD inh
> CCc1cc2cc(C)cc(C)c2nc1Cl
 : 0.8% | -7
> CC(NC(=S)Nc1cccc(F)c1)C(c1cccs1)N1CCOCC1 (stereo unspecified)
 : 2.9% | 5
> COc1ccc(/C=C/C(=O)NC(=S)NCc2ccccc2)cc1OC
 : 0.8% | 5
> O=C(CCCOc1ccc(Cl)cc1Cl)Nc1ncccn1
 : 0.2% | .
> Cc1cc(C)c(C(CC(=O)c2cccs2)C(C#N)C#N)c(C)c1 (stereo unspecified)
 : 2.1% | 6
> CNC(=S)N1N=C(c2ccc(Br)cc2)CC1c1ccc(OC)cc1 (stereo unspecified)
 : 9.3% | 5
> O=C(CSc1ccc2nnc(-c3ccccn3)n2n1)NCC1CCCO1 (stereo unspecified)
 : 9.1% | .
> N#C/C(=C\c1cc(Cl)c(OCc2ccc(Cl)cc2)c(Cl)c1)C(N)=O
 : 1.1% | 8
> NC(=O)C(c1ccc(Cl)cc1Cl)c1ncc(C(F)(F)F)cc1Cl (stereo unspecified)
 : 2.5% | 9
> O=C(O)c1ccc(CSc2nnc(-c3ccccc3)n2-c2ccccc2)cc1
 : -5.2% | -10
> Cc1ccc(C(=O)c2c[nH]c(C(=O)NCCCN3CCOCC3)c2)cc1
 : 2.9% | 5
> CN1CCN(C(=S)Nc2ccc(S(N)(=O)=O)cc2)CC1
 : -2.4% | -12
> Cc1ccc2c(c1)sc1nc(=O)n(-c3ccccc3)c(=O)n12
 : 4.7% | .

Of the compounds above, these contain two or more sulfur atoms.
Order of values – M. tuberculosis GlmU | Mtb RmlCD inh
> CCc1nc2scc(-c3cccs3)c2c(=O)o1
 : -1.1% | .
> Cc1nc2ccc(S(=O)(=O)NC(C(=O)NCc3cccs3)C(C)C)cc2s1 (stereo unspecified)
 : 4.0% | 4
> CC(=O)Nc1ccc2nc(NC(=O)c3ccc([N+](=O)[O-])s3)sc2c1
 : 0.8% | -6
> CSc1cccc(NC(=S)NCCCN2CCN(c3ccc(F)cc3)CC2)c1
 : 3.4% | 9
> CC(=O)Nc1ccc(S(=O)(=O)N(C)S(=O)(=O)c2ccc(F)cc2)cc1
 : -2.4% | 7
> COc1ccc(S(=O)(=O)NCCC(=O)NCc2cccs2)cc1
 : 0.8% | 2
> COC(=O)c1c(NC(=O)CSc2nncs2)sc2c1CCCCC2
 : 7.3% | .
> CCOC(=O)c1sc(NC(=O)CSc2nc(C)cc(C)n2)c(C#N)c1C
 : 2.6% | .
> CC(NC(=S)Nc1cccc(F)c1)C(c1cccs1)N1CCOCC1 (stereo unspecified)
 : 2.9% | 5
> CN1CCN(C(=S)Nc2ccc(S(N)(=O)=O)cc2)CC1
 : -2.4% | -12
